BaF3 tox = parental Ba/F3 cell viability inhibition, counter-screen for JAK2V617F inhibitor project, murine pro-B, CellTiter-Glo luminescence; CellTiter-Glo ATP luminescence; inhibition, % at 5.6 µM; 1.1% of 220,000 active;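 active = inhibition above a per-campaign cutoff, the mean inhibition of all tested compounds plus 3 SD, cut at about 27% in these data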;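 also: 0% = DMSO wells and 100% = JAK Inhibitor I control wells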
Ba/F3 V617F tox = reduced viability of JAK2V617F-dependent Ba/F3 cells, primary screen, JAK2V617F inhibitor project, cell-based, Ba/F3 EpoR-JAK2V617F, luminescence | ATP luminescence | inhibition, % at 5.6 µM | 1.1% of 220,000 active | AID 1446, 2008;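 active = inhibition above the campaign mean plus 3 SD over all tested compounds, cut at about 24% in these data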;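 also: cytokine-independent growth of Ba/F3 cells driven by EpoR plus mutant JAK2; 0% = DMSO-treated cells and 100% = JAK inhibitor I control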
PPC-1+TRAIL kill = compounds killing PPC-1 cancer cells with TRAIL present, primary screen, TRAIL potentiator project, ATPLite luminescence, uHTS | cell killing (% activity), % at 4 µM | PPC-1 cells + TRAIL, ATPLite viability luminescence | 0.41% of 220,000 active;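 active = cell killing above 50% in the first pass at 4 µM, then a duplicate retest at 5 µM averaging 50% or more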;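 also: plate controls were cells with TRAIL plus DMSO for no effect and medium-only wells lacking cells for full effect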
p97 ATPase inh = inhibitors of human p97 ATPase, primary screen, biochemical | recombinant p97 ATPase, Kinase-Glo ATP luminescence, 3 h | 0.42% of 220,000 active | inhibition, % at 8 µM | AID 1481, 2009 | Transitional endoplasmic reticulum ATPase (Homo sapiens), P55072; in the data active = inhibition above about 15%;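 also: 0% = DMSO vehicle and 100% = wells lacking enzyme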
Furin inhibitor = human furin inhibitors, primary screen, biochemical, fluorescence intensity; P09958; purified furin, fluorogenic substrate cleavage; inhibition, % at 30 µM; 0.061% of 220,000 active; in the data active = inhibition above about 25%; also: inactives centre near -15
Target sequence (P09958 108-714 limits assumed): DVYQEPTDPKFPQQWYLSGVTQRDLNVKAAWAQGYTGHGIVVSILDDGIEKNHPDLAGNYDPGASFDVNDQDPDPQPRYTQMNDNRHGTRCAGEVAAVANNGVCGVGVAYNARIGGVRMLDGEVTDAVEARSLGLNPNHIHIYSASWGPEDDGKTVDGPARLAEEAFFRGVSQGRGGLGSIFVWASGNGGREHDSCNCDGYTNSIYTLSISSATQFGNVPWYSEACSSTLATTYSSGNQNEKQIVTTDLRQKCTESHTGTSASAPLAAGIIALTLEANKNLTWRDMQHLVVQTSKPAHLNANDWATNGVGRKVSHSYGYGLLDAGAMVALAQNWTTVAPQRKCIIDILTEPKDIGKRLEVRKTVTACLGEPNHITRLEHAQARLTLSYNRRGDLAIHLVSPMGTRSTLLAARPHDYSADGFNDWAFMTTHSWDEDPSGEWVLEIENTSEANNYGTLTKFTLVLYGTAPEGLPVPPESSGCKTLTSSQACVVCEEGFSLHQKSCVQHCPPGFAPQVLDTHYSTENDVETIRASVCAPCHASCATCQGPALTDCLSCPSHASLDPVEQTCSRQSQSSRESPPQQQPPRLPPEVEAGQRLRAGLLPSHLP
TbHK1 inh = Trypanosoma brucei hexokinase 1 inhibitors, primary screen, biochemical, G6PDH-coupled NADH absorbance, MLSCN library; 0.11% of 220,000 active; hexokinase 1 [Trypanosoma brucei]; inhibition, % at 10 µM; recombinant TbHK1, G6PDH-coupled NADH A340;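 active = inhibition of 50% or more in the single-dose primary screen; inactive = inhibition below 50%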
PGE2 EP2 inh = human EP2 receptor antagonists, primary screen, TR-FRET cAMP, C6 glioma cells; inhibition, % at 25 µM; C6 glioma cells expressing human EP2; cells stimulated with saturating PGE2; AID 1422, 2008; 0.52% of 260,000 active;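 active = percent inhibition above 40 after rounding to a whole number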;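 also: rat C6 glioma host cells with rolipram phosphodiesterase inhibitor present; the protocol text gives 20 µM as final concentration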
RBBP9 inh = human RBBP9 inhibitors, primary screen, biochemical, fluorescence polarization, FP-Rh probe, HTS. recombinant RBBP9. AID 1515, 2009. Serine hydrolase RBBP9 (Homo sapiens), O75884. 0.2% of 220,000 active. inhibition, % at 7.94 µM;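 active = inhibition above the campaign mean of all tested compounds plus 3 SD, cut at about 14% in these data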;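 also: plate controls were DMSO wells with RBBP9 for no effect and wells lacking RBBP9 protein for full effect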
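Test system: recombinant human RBBP9; Timing: 30 min then 45 min, 25 °C; Detection: fluorescence polarization; Control set: RBBP9 with DMSO as uninhibited control, no-protein wells as full inhibition; Compound dosing: one concentration, 7.94 µM nominal, 0.794% DMSO; Probe or stimulus: FP-Rh activity-based probe, 375 nM before mixing.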
p47phox inh = p47phox/p22phox peptide binding inhibitors, primary screen, biochemical, uHTS, NADPH oxidase regulatory subunit; Neutrophil cytosol factor 1 (Homo sapiens), P14598; fluorescence polarization, 2 h; inhibition, % at 24.7 µM; 0.53% of 220,000 active;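 active = inhibition above about 30%, limit read from the data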;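 also: 0% = p47phox with labelled peptide and 100% = labelled peptide alone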
Target sequence (P14598 whole entry, looked up): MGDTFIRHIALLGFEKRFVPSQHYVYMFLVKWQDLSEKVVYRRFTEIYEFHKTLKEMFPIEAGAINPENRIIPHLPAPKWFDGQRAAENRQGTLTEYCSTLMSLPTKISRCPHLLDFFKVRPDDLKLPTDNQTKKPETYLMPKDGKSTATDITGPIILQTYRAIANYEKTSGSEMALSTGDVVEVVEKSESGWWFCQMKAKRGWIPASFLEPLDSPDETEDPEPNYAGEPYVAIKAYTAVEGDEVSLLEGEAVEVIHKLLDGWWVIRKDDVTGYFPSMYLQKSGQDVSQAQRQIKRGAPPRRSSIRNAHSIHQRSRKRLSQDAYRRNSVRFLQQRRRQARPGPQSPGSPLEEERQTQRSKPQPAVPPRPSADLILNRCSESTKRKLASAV
An asterisk follows results filed as active; · = no result given; & = joins results of further samples; [ ] = remark or other dose. Not all compounds are listed. The share of hits here may be higher or lower than overall.

SMILES	BaF3 tox	Ba/F3 V617F tox	PPC-1+TRAIL kill	p97 ATPase inh	Furin inhibitor	TbHK1 inh	PGE2 EP2 inh	RBBP9 inh	p47phox inh
Cc1ccc(N=C2CCCN2Cc2ccccc2)c(C#N)c1	2	-1	7	-8	-9[20 µM]	3	13	-5	-7
COC(=O)CNC(=O)c1ccccc1[N+](=O)[O-]	6	1	·	-3	-14[20 µM]	-10	·	-6	·
COC(=O)[C@H](Cc1ccccc1)NC(=O)NCc1ccc(S(N)(=O)=O)cc1	0	-1	9	6	-30	-10	2	-6	-6
CCOC(=O)NC(=O)C(=CNc1cccc(OC)c1)C(=O)NC(=O)OCC	3	0	-3	3	-24	0	10	-2	-9
CO/N=C(/CNC(=O)c1ccc(F)cc1)c1ccc(Cl)cc1	6	-1	3	4	-16[20 µM]	4	·	-3	-14
Cc1nc2ccccc2c(=O)n1/N=C/c1ccncc1	8	4	2	-2	-20[20 µM]	-4	6	-7	0
COC(=O)N/N=C/c1ccc(OCCSc2ccc(Cl)cc2)c(OC)c1	7	1	38	-6	-2	-7	6	-15	-8
CCOc1ccccc1-n1c(SCC(N)=O)nnc1-c1ccccc1	2	0	10	5	-14	34	4	-1	-11
Cc1ccc(C(=O)C(OC(=O)c2c(C)cc(=O)oc2C)c2ccccc2)cc1 (stereo unspecified)	8	0	6	-4	-20	-7	6	-7	1
Cc1ccc(NC(=O)CSc2nc3ccccc3c3nc4ccccc4n23)cc1	3	1	13	4	-22[20 µM]	3	2	-4	27
CCOC(=O)c1ccc(NC(=O)CSc2ccc(-c3ccncc3)nn2)cc1	0	-1	18	1	-30	1	7	-11	0
CCC(CCC(=O)Nc1cccc(C(=O)O)c1)C(=O)O (stereo unspecified)	4	0	23	6	-17[20 µM]	3	16	9	-9
COc1ccc(OC)c(S(=O)(=O)Nc2ccccc2C(F)(F)F)c1	0	-3	22	3	-8[20 µM]	-2	1	-5	-9
Cc1ccc(CN(C(=O)c2csnn2)C(C(=O)NC2CCCC2)c2ccc(C)o2)cc1 (stereo unspecified)	4	1	21	-4	-26[20 µM]	-6	11&4	-4	-8
Cc1cc(=O)cc(C)n1-c1ccccc1N1CCOCC1	-3	-1	-7	2	-2[20 µM]	7	8	1	-13

Whole records, looked up by structure. Order of screens: BaF3 tox | Ba/F3 V617F tox | PPC-1+TRAIL kill | p97 ATPase inh | Furin inhibitor | TbHK1 inh | PGE2 EP2 inh | RBBP9 inh | p47phox inh
COC(=O)[C@H](Cc1ccccc1)NC(=O)NCc1ccc(S(N)(=O)=O)cc1 is listed as 0 | -1 | 9 | 6 | -30 | -10 | 2 | -6 | -6
CCOC(=O)c1ccc(NC(=O)CSc2ccc(-c3ccncc3)nn2)cc1 is listed as 0 | -1 | 18 | 1 | -30 | 1 | 7 | -11 | 0
CCOc1ccccc1-n1c(SCC(N)=O)nnc1-c1ccccc1 is listed as 2 | 0 | 10 | 5 | -14 | 34 | 4 | -1 | -11
Cc1ccc(N=C2CCCN2Cc2ccccc2)c(C#N)c1 is listed as 2 | -1 | 7 | -8 | -9[20 µM] | 3 | 13 | -5 | -7
CO/N=C(/CNC(=O)c1ccc(F)cc1)c1ccc(Cl)cc1 is listed as 6 | -1 | 3 | 4 | -16[20 µM] | 4 | · | -3 | -14

The results go on:
SMILES	BaF3 tox	Ba/F3 V617F tox	PPC-1+TRAIL kill	p97 ATPase inh	Furin inhibitor	TbHK1 inh	PGE2 EP2 inh	RBBP9 inh	p47phox inh
Cc1csc(NC(=O)CSc2nnc(NC(=O)COc3ccccc3)s2)n1	9	0	18	5	-10	19	7	4	-12
CCCCCCC(c1c(C)n(C)n(-c2ccccc2)c1=O)c1c(C)n(C)n(-c2ccccc2)c1=O	-2	0	9	3	-21[20 µM]	-10	7	-11	-6
CCN1CCN(CC(=O)NC2CCCCC2)C(=O)C1=O	2	-4	·	3	-15	7	7	-3	-6
Cc1cc(C)n2c(Nc3ccc4c(c3)OCCO4)c(-c3ccccc3)nc2n1	5	0	12	1	-16[20 µM]	-23	11	-8	-13
COc1ccc(CC(=O)NCc2ccccc2Cl)cc1S(=O)(=O)N1CCOCC1	-1	-3	·	0	-7	2	7	-8	-7
COc1cc(NC(=O)Cn2cnc3ccccc3c2=O)c(OC)cc1Cl	1	-3	8	2	-26	-6	7	4	-5
O=C(CN1CCC(n2nnc3cc(C(F)(F)F)ccc32)CC1)NNC(=O)c1ccco1	7	0	18	2	-27	-3	6	-6	-10
S=C(Nc1ccccc1)N1N=CCC1c1ccccc1 (stereo unspecified)	1	-1	-6	0	-5[20 µM]	-2	-2	-1	-3
CCOc1ncccc1C(=O)OCC(=O)c1ccc(OC)c(OC)c1	9	3	·	-1	-19	2	7	-8	4
CN(C)c1ccc(C(=O)OCC(=O)N2CCOCC2)cc1	7	0	2	3	-19	-23	12	3	1
Cc1nn(C)c(C)c1NC(=O)C12CC3CC(CC(C3)C1)C2	2	5	13	-3	3	-4	5	-13	6
CCC1(CC)NC(=S)N(Nc2ccccc2)C1=O	4	-2	-18	-2	-19[20 µM]	-1	9	-4	-7
CCOc1cc(C(=O)CCC(=O)OCC(=O)N2c3ccccc3NC(=O)C2(C)C)ccc1O	1	-3	29	-1	-10[20 µM]	-9	11	-5	-6
O=C(Nc1nc(-c2ccc(Oc3ccccc3)cc2)cs1)C1=COCCO1	7	-1	35	1	-3	-8	4	-9	-11
Cc1ccc2sc(NNC(=O)c3cc(-c4cccs4)nc4ccccc34)nc2c1C	3	-5	1	10	-11	-4	7	0	0
CCC1(C)Cc2c(sc3c2c(=O)n(-c2ccccc2)c(=O)n3C)CO1 (stereo unspecified)	7	6	7	-8	1[20 µM]	-2	11	-2	-9
C=CCn1c(SC)nnc1-c1cccc([N+](=O)[O-])c1	2	-4	13	4	-8	16	13	-9	-21
COc1ccccc1NC(=O)N(Cc1ccccc1)c1ccccn1	7	0	8	-2	-15[20 µM]	-4	-3	-3	-12
O=C(Cn1cnc2sc(-c3ccccc3)cc2c1=O)NCc1ccccc1	2	-5	-6	0	-16[20 µM]	-23	11	2	-26
CCOc1ncccc1C(=O)OCC(=O)Nc1ccc(C(N)=O)cc1	-2	3	9	-7	-7	-7	12	-9	2
COc1cc(NS(=O)(=O)c2ccc(NC(=O)COc3ccc(C)cc3)cc2)nc(OC)n1	8	1	-20	-1	-20	-2	10	-3	-2
CC(C)(CO)NCc1ccccc1OCC(=O)Nc1ccccc1	0	-4	8	4	-18[20 µM]	4	-3	2	6
Cc1nonc1OCC(C)(COc1nonc1C)NC(=O)c1ccc(Cl)cc1	5	0	-3	-1	-28[20 µM]	4	1	-1	-8
O=C1CCC(/C=C/c2ccccc2)=NN1Cc1ccccc1	0	-3	12	0	-6	-29	3	-1	1
O=C(O)c1cccc(NC(CNS(=O)(=O)c2ccc(Cl)cc2)c2ccccc2)c1 (stereo unspecified)	6	2	16	-7	-13	2	10	-13	0
CCCCCc1c(O)nc(SCCN(C)C)[nH]c1=O	-4	-6	-10	7	-25	-1	8	-3	-5
CCCCOc1ccc(C2CCC(C(C)=O)C(C)C2)cc1 (stereo unspecified)	-2	-2	13	-5	-12	-8	7	4	1
Cc1ccc(C(=O)N2CCN(c3ncnc4c(-c5ccccc5)nsc34)CC2)cc1	2	3	-5	-7	-3	-1	9	-8	-6
CNC(=O)CSCc1c(Cl)cccc1Cl	5	1	28	-1	-18[20 µM]	0	22	-6	-5
Cn1c(Cn2c(=O)sc3ccccc32)nnc1SCc1ccc(F)cc1	3	-3	1	4	-23	0	4	-1	-4
CC1=C(C)CC(C(=O)Nc2cccc([N+](=O)[O-])c2)C(C(=O)O)C1 (stereo unspecified)	9	-1	12	8	-11	35	10	-13	-5
COc1ccc(S(=O)(=O)N(CCc2ccccc2)CC(=O)NCCCO)cc1	5	-2	-17	0	-17	-1	6	-4	-8
COc1ccccc1CN1C(=O)C2CC=CCC2C1=O (stereo unspecified)	9	0	2	7	-21	0	3	-12	-14
Nn1c(Cc2cccc3ccccc23)nnc1SCn1nnc2ccccc2c1=O	3	-2	12	4	-16[20 µM]	29	18	-3	-19
O=C(/C=C/c1cccc(Cl)c1)Nc1ncccn1	5	-3	8	2	-21	0	2	1	-12
Cc1cc(Cl)ccc1NC(=S)NC(C)(C)C	3	-1	1	1	-10	1	5	-3	-11
CN(CCc1ccccn1)C1CC(=O)N(c2ccc(Cl)cc2)C1=O (stereo unspecified)	6	3	9	-4	2[20 µM]	-5	13	-8	-6
CCCOc1ccc(N2C(=O)CC(N(Cc3ccco3)C(=O)CCC(=O)O)C2=O)cc1 (stereo unspecified)	-1	1	0	0	-19	4	14	0	-7
Cc1ccc(S(=O)(=O)/N=C2/C=C(C3C(=O)CC(C)(C)CC3=O)C(=O)c3ccccc32)cc1	11	10	46	1	-15[20 µM]	-9	4	1	2
O=C(Nc1nccs1)c1cc(Cl)nc2ccccc12	3	-3	14	10	-21	-20	12	-3	-3
CN(C)C(=O)N1CCC(C(=O)NCC2CCCO2)CC1 (stereo unspecified)	-4	-5	9	1	-22	-9	·	-5	-10
COc1ccc(NC(=O)CCC(=O)OC(C(=O)c2ccccc2)c2ccccc2)cc1 (stereo unspecified)	-4	0	-5	0	-23[20 µM]	-2	7	-8	-7
Cc1ccc(CSc2nc3ccccc3cc2C=O)cc1	3	2	18	3	-12	9	10	-8	-11
CC(C)N=C(Nc1ccc(Cl)cc1)c1cccnc1	12	3	18	0	-17[20 µM]	2	4	4	-5
Cc1nc2ccccn2c1/C(O)=C1\C(=O)C(=O)N(CCN(C)C)C1c1ccco1 (stereo unspecified)	12	5	0	-3	-11	-8	8	-6	-4
Fc1ccccc1SCc1nnc(-c2ccccc2Br)o1	4	-1	-18	0	-12	9	4	-10	-7
Cn1c(=O)c(=O)n(C)c2cc(S(=O)(=O)Nc3ccc4c(c3)OCCO4)ccc21	-3	2	6	3	-20[20 µM]	-19	3	-1	-4
COc1ccc(NC(=O)CSc2nnc(N)s2)c([N+](=O)[O-])c1	3	3	17	0	-14	-3	7	-13	2
CCCC(=O)Nc1ccc(C(=O)Nc2cccc(OC)c2)cc1	1	-2	20	0	-26	-2	10	-5	-10
CN(Cc1ccccc1)C(=O)COc1ccc(N(C)S(=O)(=O)c2ccc(F)cc2)cc1	0	-7	-21	5	-18	-4	14	-2	-5
CN1CCN(c2ccc(S(=O)(=O)N3CCCCC3)cc2NC(=O)c2cccc([N+](=O)[O-])c2)CC1	8	2	9	-4	-28	-4	5	0	4
CCOC(=O)c1sc(NC(=O)c2ccc(S(=O)(=O)N3CCCCCC3)cc2)nc1-c1ccccc1	7	1	36	3	2	-4	4	6	-24
Cc1ccc(S(=O)(=O)Nc2ccc(Cl)cc2C(=O)c2ccc(F)cc2)cc1	6	1	10	-2	-17	-4	20	-2	-6
Cc1cc(NC(=O)c2cccc(S(=O)(=O)N3CC(c4ccccc4)CC3=O)c2)no1 (stereo unspecified)	5	2	-5	-5	-8	2	12	7	-11
Nc1nnc(SCCCC(=O)c2ccc(F)cc2)s1	0	-1	10	0	-18	-6	5	-10	9
Nc1[nH]n(-c2ccccc2)c(=O)c1N=Nc1ccccc1[N+](=O)[O-]	0	-3	15	6	-20[20 µM]	-27	15	9	-5

Screening results: PubChem BioAssay, several laboratories
